Screening results: PubChem BioAssay, several laboratories
RBBP9 inhibitor = human RBBP9 hydrolase inhibition. AID 1515. 220,000 compounds, 0.2% hits. recombinant RBBP9, FP-Rh probe fluorescence polarization. inhibition, % at 7.94 µM;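 active = inhibition above the campaign mean of all tested compounds plus 3 SD, cut at about 14% in these data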;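 also: plate controls were DMSO wells with RBBP9 for no effect and wells lacking RBBP9 protein for full effect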
Target sequence (O75884 whole entry, looked up): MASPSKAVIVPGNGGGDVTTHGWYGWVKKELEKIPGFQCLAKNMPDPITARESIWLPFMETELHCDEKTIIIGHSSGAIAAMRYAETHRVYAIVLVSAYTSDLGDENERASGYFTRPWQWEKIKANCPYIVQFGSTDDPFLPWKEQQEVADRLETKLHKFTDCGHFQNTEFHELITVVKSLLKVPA
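System: RBBP9 protein | Quantity: 2.5 µM RBBP9 dispensing solution, before mixing | Reagent: FP-Rh probe, 375 nM dispensing solution | Timing: Enzyme-compound preincubation 30 min, then probe labeling 45 min, 25 °C | Measured by: Fluorescence polarization | Read-out: % inhibition | Replication: One well per compound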
TNF death inh = blocks TNF-alpha induced death of Jurkat FADD-/- cells. AID 463075. activation (protection from cell death), % at 10 µM. 220,000 compounds, 0.068% hits. Jurkat FADD-/- TNF necroptosis rescue, ATP luminescence, 24 h; 0 = TNF only, 100 = no-TNF cells;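 active = activation, meaning protection from cell death, of at least 50% relative to plate controls; inactive = activation below 50%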;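 also: necroptosis triggered by 40 ng/mL TNF-alpha added together with compound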
BaF3 tox = parental Ba/F3 viability inhibition as JAK2V617F counter-screen. CellTiter-Glo ATP luminescence. inhibition, % at 5.6 µM. 220,000 compounds, 1.1% hits;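 active = inhibition above a per-campaign cutoff, the mean inhibition of all tested compounds plus 3 SD, cut at about 27% in these data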;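 also: 0% = DMSO wells and 100% = JAK Inhibitor I control wells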
PPC-1+TRAIL kill = compounds killing PPC-1 cancer cells with TRAIL present (potentiator screen, no TRAIL-free arm) | cell killing (% activity), % at 4 µM | AID 1443 | PPC-1 cells + TRAIL, ATPLite viability luminescence | 220,000 compounds, 0.41% hits;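 active = cell killing above 50% in the first pass at 4 µM, then a duplicate retest at 5 µM averaging 50% or more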;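 also: plate controls were cells with TRAIL plus DMSO for no effect and medium-only wells lacking cells for full effect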
Wee1 stabilizer = human Wee1 degradation inhibition, primary screen; AID 1321; HeLa Luc-Wee1K328M stability, luciferase luminescence; 100% = proteasome inhibitor MG132 effect; 220,000 compounds, 1.2% hits; reporter increase, % at 5 µM;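 active = activation above the mean of all tested compounds plus 3 SD, set per screening run, cut at about 8.8% in these data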;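 also: cells exposed to compound for 20 h before luminescence read; 0% = DMSO alone and 100% = MG132 at 30 µM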
Target sequence (P30291 whole entry K328M): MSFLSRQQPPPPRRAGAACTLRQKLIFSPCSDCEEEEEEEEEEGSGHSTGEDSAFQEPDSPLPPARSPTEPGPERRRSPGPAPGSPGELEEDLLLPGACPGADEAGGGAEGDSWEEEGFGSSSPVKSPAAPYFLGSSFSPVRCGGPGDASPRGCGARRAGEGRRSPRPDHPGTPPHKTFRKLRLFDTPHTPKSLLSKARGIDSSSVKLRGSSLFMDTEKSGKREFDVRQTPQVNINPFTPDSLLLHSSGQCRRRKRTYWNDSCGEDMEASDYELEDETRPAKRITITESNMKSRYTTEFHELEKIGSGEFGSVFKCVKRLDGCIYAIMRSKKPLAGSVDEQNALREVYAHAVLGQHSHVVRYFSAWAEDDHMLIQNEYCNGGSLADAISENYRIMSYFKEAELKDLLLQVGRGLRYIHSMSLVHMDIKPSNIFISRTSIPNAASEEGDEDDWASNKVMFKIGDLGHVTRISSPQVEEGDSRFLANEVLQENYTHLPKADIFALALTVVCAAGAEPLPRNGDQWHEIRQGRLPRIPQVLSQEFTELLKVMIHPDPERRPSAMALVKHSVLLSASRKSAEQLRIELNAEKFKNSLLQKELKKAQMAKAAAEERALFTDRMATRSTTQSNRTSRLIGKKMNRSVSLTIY
CHOP inhibitor = CHOP inhibition in unfolded protein response; CHO-K1 CHOP-promoter luciferase, tunicamycin-induced, 15-18 h; inhibition, % at 10 µM; 220,000 compounds, 3.8% hits;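 active = compounds that reduced the stress-induced luciferase reporter signal by more than about 70% of percent inhibition, limit read from the data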;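 also: 0% = tunicamycin plus vehicle and 100% = wells without tunicamycin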
TRPML3 ag = activates the human TRPML3 channel; Q8TDD5; HEK293 TRPML3-YFP, Fluo-8 calcium fluorescence; 100% = the carbachol control signal; activation, % at 3 µM; 220,000 compounds, 0.29% hits;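 active = activation above its plate's cutoff, the mean activation of the plate's test wells plus 3 SD, cut at about 12% in these data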;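 also: 0% = DMSO only wells and 100% = carbachol wells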
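Material: HEK293 cells stably carrying human TRPML3-YFP; compound dosing: single dose, 3 µM final nominal compound, 0.3% DMSO final; incubation: 1-h 37 °C dye load, 5-s basal, 120-s post-compound reads; technique: Fluo-8 intracellular calcium fluorescence, excitation 470-495 nm, emission 515-575 nm; read-out basis: percent activation from peak-to-basal fluorescence ratio, scaled between DMSO and carbachol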
TRPN1 ag = activates the zebrafish TRPN1 channel | 220,000 compounds, 0.18% hits | activation, % at 3 µM | HEK293 zebrafish TRPN1-YFP, Fluo-8 calcium fluorescence; 100% = response to 87 µM carbachol | AID 1424;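 active = activation above its plate's cutoff, the mean activation of test wells on that plate plus 3 SD, cut at about 19% in these data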;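 also: 0% = DMSO alone and 100% = 87 µM carbachol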
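Assay system: Zebrafish TRPN1-YFP in HEK293 cells | Incubation: Dye loading 1 h at 37 °C, then 30 min room temperature | Measured by: Kinetic Fluo-8 fluorescence, ex 470-495, em 515-575 nm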
Ba/F3 V617F tox = reduce viability of Ba/F3 cells dependent on JAK2V617F; Ba/F3 EpoR-JAK2V617F viability, ATP luminescence; 220,000 compounds, 1.1% hits; inhibition, % at 5.6 µM; AID 1446;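 active = inhibition above the campaign mean plus 3 SD over all tested compounds, cut at about 24% in these data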;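 also: cytokine-independent growth of Ba/F3 cells driven by EpoR plus mutant JAK2; 0% = DMSO-treated cells and 100% = JAK inhibitor I control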
Numbers without * were called inactive; x = not tested or not shown; [ ] = dose if it differs, or a comment.

SMILES	RBBP9 inhibitor	TNF death inh	BaF3 tox	PPC-1+TRAIL kill	Wee1 stabilizer	CHOP inhibitor	TRPML3 ag	TRPN1 ag	Ba/F3 V617F tox
COc1ccc(-n2c(COc3ccc4ccccc4c3)nnc2SCC(=O)NCc2ccco2)cc1	-3	0.7	9	9	0	27	0.7	-0.6	5
COc1ccc(N2CCN(C(=S)Nc3cc(C)ccc3C)CC2)cc1	-6	-2.0	0	13	-1	4	0.6	0.0	-5
Cn1c(=O)n(Cc2ccc(F)cc2)c(=O)c2c1nc1n2CCN1Cc1ccco1	-4	2.7	8	4	-2	8	1.5	1.7	0
COc1cccc(CN2CCN(c3ccc(F)cc3)C2=O)c1	-3	4.1	2	5	1	8	0.4	0.3	3
CCC(c1nnc(SCC(=O)N2CCOCC2)n1C1CCCCC1)N(C)C (configuration not stated)	-3	6.4	-3	3	0	11	0.6	0.1	-4
Cn1c(=O)c2c(ncn2CC(=O)Nc2nc3ccc(F)cc3s2)n(C)c1=O	-4	1.9	9	14	1	24	0.0	0.6	5
COc1ccc(Nc2nc(Cl)nc(NCCO)n2)cc1	-8	2.3	6	20	-1	-11	0.6	-0.5	1
COc1cccc(NC(=O)C(Cc2ccccc2)NC(=O)C2CCC(C)CC2)c1 (configuration not stated)	-5	2.9	0	17	2	-1	0.1	0.1	-3
Cc1cc(C)n(CC(O)COc2ccccc2C(=O)Nc2ccccc2)n1 (configuration not stated)	-4	-3.1	2	11	-1	-2	-0.3	0.8	4
CC(=O)c1ccc(OCCCC(=O)NC2=NCCS2)cc1	-4	-0.3	6	18	-1	27	0.3	0.9	3
CCOc1ccc(S(=O)(=O)Nc2ccccc2SC)cc1	-5	-1.6	9	-13	9	26	-0.9	-1.6	3
CN(C)[C@H]1N(C(=O)c2ccc(Br)cc2)N=C2c3ccccc3S(=O)(=O)N21	2	0.1	2	-9	0	-12	0.9	-0.7	-1
CCCCCCOc1ccc(N2C(=O)CC(S/C(N)=N/N=C(\C)c3cccs3)C2=O)cc1 (configuration not stated)	-5	-2.5	0	-22	-3	88*	0.2	-1.0	-1
COc1ccc(NC(=O)CC2SC(=Nc3ccccc3)NC2=O)c(OC)c1 (configuration not stated)	-7	-0.7	1	-12	1	3	0.5	-0.1	-2
O=C(Nc1cc(S(=O)(=O)N2CCOCC2)ccc1N1CCCC1)C1COc2ccccc2O1 (configuration not stated)	2	3.1	-1	10	5	22	-1.1	-1.6	-2
O=C(CSCc1c(Cl)cccc1Cl)Nc1cccnc1	-3	0.6	1	0	-2	-3	0.2	0.6	1
CN(c1ccccn1)c1ncnc2[nH]ncc12	0	1.0	2	24	6	16	-0.2	-1.1	-2
Cc1cc(C(=O)OCC(=O)N2CCCC2)c2ccccc2n1	5	-0.4	-1	-23	0	26	0.3	-0.4	-4
O=C1CC(c2ccco2)Cc2nc(N3CCN(Cc4ccc5c(c4)OCO5)CC3)ncc21 (configuration not stated)	-3	0.1	2	10	-1	27	0.3	1.0	1
CCOC(=O)c1cc2c(ccn2C)n1CC(=O)N1CCN(c2cccc(C(F)(F)F)c2)CC1	13	-0.6	7	1	2	19	0.2	0.1	-1
C=CCn1c(COc2ccccc2)nnc1SCC(=O)O	3	-2.3	-2	1	-1	19	0.5	0.7	-3
CCOC(=O)C(=O)Cc1nc2ccccc2s1	-7	1.4	-3	12	-2	0	2.4	2.2	-3
CN1CCN(c2nc(NCc3ccco3)nc(N)c2[N+](=O)[O-])CC1	-10	-0.8	0	22	1	19	1.1	0.6	-1
Cc1cccc(/C=C/c2nc3ccccc3c(=O)[nH]2)c1	-6	-3.0	4	41	4	102*	0.3	0.2	4
CC(=O)Nc1c(C(=O)N2CCCCCC2)cnn1-c1ccccc1	-14	0.5	6	-2	-1	20	0.0	-0.1	-1
Cc1n[nH]c(=S)c2nn(-c3cccc(Cl)c3)c(C)c12	1	-8.5	-2	12	-3	7	-0.7	-3.4	-2
COC(=O)Nc1ccc(S(=O)(=O)Nc2ncccn2)cc1	6	-0.1	8	5	0	-3	1.1	-1.2	5
CC(=O)Nc1nc(C)c(Oc2ccc(Cl)cc2)c(=O)[nH]1	-5	-1.7	-1	12	3	11	-0.2	-0.3	2
CCOC(=O)c1sc2ncnc(NCC(c3cccs3)N(C)C)c2c1C (configuration not stated)	-12	-1.9	3	-2	2	12	0.0	0.5	-2
CC(C)[C@H](NC(=O)c1ccc(C(C)(C)C)cc1)C(=O)Nc1nnc(C2CC2)s1	2	0.6	10	0	0	42	0.6	-1.1	5
Cc1ccc(C(=S)N2CCN(Cc3ccccc3)CC2)s1	-5	3.5	0	18	3	2	0.4	-1.3	-3
O=C1C2=C(C(c3ccccc3)=NCCN2)C(c2cccc([N+](=O)[O-])c2)N1c1ccccc1 (configuration not stated)	-3	2.2	8	29	-2	10	0.7	0.3	1
O=C(O)CCNC1C=CS(=O)(=O)C1 (configuration not stated)	-6	0.6	1	17	1	1	0.9	-1.0	-3
O=c1[nH]c2ccccc2[n+]([O-])c1-c1ccccc1	-7	1.6	3	-2	-1	13	1.1	0.6	-3
O=C(O)CCN1C(=O)S/C(=C\c2cccnc2)C1=O	3	1.8	3	17	-1	-4	0.2	-0.1	5
CCOC(=O)c1[nH]c2ccc(Br)cc2c1NC(=O)CCN1CCCCC1	-4	0.2	8	22	-1	45	0.4	-1.2	1
Cc1ccc(S(=O)(=O)N2CCOC2CNC(=O)C(=O)NCc2cccnc2)cc1 (configuration not stated)	-9	0.3	6	5	-1	5	0.3	-1.5	1
CCn1c(C)cc(O)cc1=O	-5	0.2	-3	2	0	17	0.8	1.5	-1
CCOC(=O)c1ccc(NC(=O)[C@@H](NC(N)=O)C(C)C)cc1	-4	4.9	-6	-4	-2	47	0.7	2.0	-3
COC(=O)c1cc(OC)c(OC)cc1NC(=O)c1cc(-c2ccccc2)nc2ccccc12	1	-2.2	0	-12	-2	26	0.8	0.8	-1
O=C(N/N=C/c1ccncc1)c1ccccc1OCc1ccc(Br)cc1	3	0.3	4	-16	6	11	0.1	1.5	-4
O=C(c1ccc2ccccc2c1)N1CCN(c2ccccc2)CC1	-7	-0.7	0	-24	-1	3	-0.4	-1.2	-4
O=C(O)CCSc1ccc([N+](=O)[O-])cc1[N+](=O)[O-]	-6	0.3	2	-6	2	19	0.3	0.6	-3
O=C(CCn1c(=O)[nH]c2ccccc2c1=O)NCCSCc1ccccc1	6	-0.2	0	3	-2	14	-0.4	-1.3	-2
Cc1cccc(NC(=O)c2ccc(C3SCC(=O)N3CCc3ccccc3)cc2)c1 (configuration not stated)	-18	6.1	5	14	3	49	-0.1	2.3	-1
Cc1cc(N2CCOCC2)nc(NCc2ccccc2)n1	-2	-5.0	6	16	-1	33	16*	14	2
C=CCn1c(SCC(=O)NCc2ccccc2)nnc1-c1cc(Br)ccc1O	-17	-0.9	0	-19	-3	51	-0.9	-1.6	-3
CC12C=CC3(O1)C(C(=O)N(c1ccccc1)C3C(=O)NC1CCCC1)C2C(N)=O (configuration not stated)	-9	-1.2	7	21	-1	10	0.6	1.4	5
CN(C1CCCC1)C1CCN(C(=O)CNC(=O)/C=C/c2ccc(F)cc2)CC1	-10	1.1	3	31	5	15	0.7	-0.5	-3
O=C(Nc1ccccc1OC(F)F)c1cc2c(s1)CCC2	-8	0.2	6	-10	5	5	0.1	-1.0	-2
CSc1nnc(Cn2c(=O)sc3ccccc32)n1-c1ccccc1C	-6	0.1	0	x	2	1	0.1	1.0	-2
Cc1ccc(CNC(=O)c2nnn(-c3cccc(C)c3)c2N)cc1	-4	1.5	1	6	-2	40	-1.0	-0.6	2
Nc1c(C(=O)Nc2ccccc2)sc2ncc([N+](=O)[O-])cc12	1	-0.6	1	-2	-3	7	-0.4	1.4	-1
CCN(CC)C(=O)CSc1nnc(-c2ccc(F)cc2)n1N	5	0.2	8	7	-1	1	0.4	2.1	-2
CCCCS(=O)(=O)Nc1ccc2ncn(C)c(=O)c2c1	-3	0.0	4	12	1	9	0.7	0.3	-1
CCOc1ccc2[nH]c(=O)c(CN(Cc3ccccc3OC)C(=O)c3ccccc3)cc2c1	2	-6.1	5	1	-2	38	0.1	-0.7	-1
CN(C(=O)c1ccccc1)c1ccc(OCC(=O)NC2CCS(=O)(=O)C2)cc1 (configuration not stated)	-2	-2.0	3	8	-1	14	0.9	0.3	-2
COC(=O)c1nonc1NCn1nnc2ccccc21	-2	-2.7	6	-2	-2	-5	0.8	1.3	1
COc1ccc(Cn2c(SCc3ccccc3C)nc3cc(OC)c(OC)cc3c2=N)cc1	-1	-28	2	8	-1	107*	-0.3	0.2	-1
Cc1occc1C(=O)NNC(=O)c1nn(C)c(=O)c2ccccc12	-6	0.4	10	-9	1	-8	0.8	0.3	4

Looked up above:
CCOc1ccc2[nH]c(=O)c(CN(Cc3ccccc3OC)C(=O)c3ccccc3)cc2c1 – TRPML3 ag = 0.1
Cc1occc1C(=O)NNC(=O)c1nn(C)c(=O)c2ccccc12 – PPC-1+TRAIL kill = -9

Following part
SMILES	RBBP9 inhibitor	TNF death inh	BaF3 tox	PPC-1+TRAIL kill	Wee1 stabilizer	CHOP inhibitor	TRPML3 ag	TRPN1 ag	Ba/F3 V617F tox
Cc1c(N=Nc2ccc(N(C)C)cc2)c(=O)n(-c2ccccc2)n1C	3	-0.9	6	4	-1	-38	0.6	1.1	-2
O=C(CSc1nccc(=O)[nH]1)NCc1ccc(Cl)cc1	3	0.6	7	-1	9.3*	21	0.3	0.7	-2
CC1CN(C(=O)c2cnn3c(C(F)F)cc(-c4ccccc4)nc23)CC(C)O1 (configuration not stated)	-4	-4.0	2	17	-1	5	-0.1	-0.8	-1
Cc1cc(NC(c2ccc(Cl)cc2)c2ccc3cccnc3c2O)no1 (configuration not stated)	-3	-11	55*	39[5 µM]	-2	80*	1.5	0.9	6
CC(C)Cn1c(N)c(C(=O)COC(=O)c2cc(C3CC3)nc3ccccc23)c(=O)n(C)c1=O	-15	2.1	6	-1	-3	27	0.7	2.7	-3
CCOc1cc(N2CCOCC2)c(OCC)cc1NC(=O)CN1C(=O)NC2(CCCCCCC2)C1=O	-1	2.0	10	-11	-2	-5	0.9	-0.5	6
COc1ccc(N(CC(=O)NC(C)(C)C)S(=O)(=O)c2ccccc2)cc1OC	-6	-3.2	1	4	1	9	1.3	-0.6	0
CC(=O)c1ccc(NC(=O)c2ccc(NC(=O)CCS(=O)(=O)c3cccs3)cc2)cc1	-8	0.2	7	3	0	3	0.7	4.8	-1
